Screens deposited in PubChem BioAssay by several laboratories.
RmlCD inh mix: RmlC/RmlD inhibition, mixture screen; RmlC/RmlD coupled enzyme inhibition, 384-well mixture HTS; inhibition, % at 5.5 µM; 0.39% of 110,000 active; AID 1532; in the data active = inhibition above about 30%, passing the limit was not always enough; inconclusive = no clear call, values can overlap the other calls; also: strong numbers were not always called active
HIV RNase H inh: blocks HIV-1 RNase H cleavage of RNA/DNA duplex | P04585 | RT-RNase H RNA/DNA duplex cleavage, fluorescence | inhibition, % at 10 µM | 1.9% of 65,000 active | AID 565; in the data active = inhibition above about 50%
Numbers without * were called inactive; ? = inconclusive; · = no result given. These rows are one share of the data. The share of hits here may be higher or lower than overall.

SMILES | RmlCD inh mix | HIV RNase H inh
Cc1cc(C)n(-c2nc3ccccc3nc2Nc2ccc3c(c2)OCO3)n1 | 4 | -5
CCC(=O)Nc1nonc1-c1nc2ccccc2n1Cc1cccc2ccccc12 | 2 | ·
CC(C)OC(=O)CSc1nnnn1-c1ccc2c(c1)OCCO2 | -5 | -41
Cn1c(=O)c2c(nc(NC3CCCCC3)n2CC(O)COc2ccccc2)n(C)c1=O (centres undefined) | -16 | -7
CC(C)OC(=O)C1C(=O)NC2(C)CC1c1ccccc1O2 (centres undefined) | -15 | -8
COc1ccccc1N1C(=O)c2cccc3c(C(=O)O)ccc(c23)C1=O | 9 | ·
C[C@@H]1C(=O)O[C@H]2[C@H]1CC[C@@]1(C)C(=O)C=C[C@@](C)(O)[C@H]21 | 10 | ·
CCCCN(CC)C(=O)Cc1ccccc1OC | -9 | ·
N#Cc1nc(-c2cccs2)oc1N1CCOCC1 | -8 | -66
COC(=O)C1C(=O)NCC1c1ccc(OC)cc1 (centres undefined) | -16 | ·
CCOCc1nnc(NC(=O)c2cc(Cl)ccc2OC)s1 | -15 | ·
CCOC(=O)C1=C(CC)Nc2ccccc2N=C1NC(=O)c1cccc(S(=O)(=O)N2CCCC2)c1 | -15 | 6
OCCOCCn1c(CCNc2nc(-c3ccc(F)cc3)cs2)nc2cc(C(F)(F)F)ccc21 | 5 | ·
COc1ccc(CCNC(=O)N2CCOCC2)cc1 | 12 | ·
O=C(CN1CCOc2ccccc21)NC1CC1 | 28 | -10
CC(=O)c1cccc(NC(=O)NCc2cccs2)c1 | 3 | -11
CCCCn1c(SCC(=O)N2CCN(c3ccccc3)CC2)nc2ccsc2c1=O | 3 | -10
Cc1ccc(S(=O)(=O)c2nc(NCCN(C)C)sc2Cl)cc1 | -13 | ·
O=C(C1CCCN(S(=O)(=O)c2ccc(F)cc2)C1)N(Cc1cccs1)C1CC1 (centres undefined) | -14 | -8
O=C(O)c1cc(S(=O)(=O)N2CCCCC2)ccc1F | -13 | 4
Cc1cccc(NC(=O)C2CC(=O)n3cnnc3S2)c1 (centres undefined) | 13 | ·
C=CCn1c(SCCOc2ccc(OC)cc2)nnc1C(C)NC(=O)c1ccc(OC)cc1 (centres undefined) | 9 | ·
OCCNCc1ccc(OC2CCCC2)cc1 | 6 | -9
CCc1ccc(CN2CCN(S(=O)(=O)Cc3ccccc3)CC2)cc1 | -2 | ·
NC(=O)c1cc2cc(Cl)ccc2oc1=O | -2 | ·
O=C(O)c1ncn(Cc2ccccc2)c1C(=O)O | -10 | 1
CNc1nc(N(C)C)nc(N(C)C)n1 | -10 | ·
O=C(c1cc(-c2ccco2)on1)N1CCc2ccccc2C1 | 6 | 1
CCN(CC)CCCN1C=C2C(=O)C(C)(OC(=O)CCC(=O)OC)C(=O)C(Br)=C2C=C1c1ccc(OC)cc1 (centres undefined) | -8 | ·
CCOc1ccc(NC(=O)CCN2CCN(c3ccccc3OC)CC2)cc1 | 17 | -4
O=c1c2c(nc3n1CCCCC3)sc1c(O)cccc12 | -16 | 4
N#Cc1cc(Oc2ccc3ccccc3c2)c(-n2nnc3ccccc32)cc1C#N | 1 | ·
COc1ccccc1-n1c(SCC(N)=O)nnc1-c1ccc(S(=O)(=O)N2CCCCC2)cc1 | 4 | 0
CCn1cc(C(=O)NCCCN2CC(C)CC(C)C2)c(=O)c2cc(S(=O)(=O)N(C)C)ccc21 (centres undefined) | -11 | -4
CCOC(=O)Cc1cc(=O)[nH]c(/N=C(/NC(=O)c2ccccc2)Nc2ccccc2C(F)(F)F)n1 | 1 | ·
CN(C)CCCN1C(=O)C(=O)/C(=C(/O)c2ccncc2)C1c1cccnc1 (centres undefined) | 8 | -8
Cc1oc(C)c2c(=O)ccc3c(c12)OC(N)=C(C#N)C3c1ccccc1Cl (centres undefined) | -15 | -8
C=CCn1c2ccccc2c2nnc(SCN3C(=O)c4ccccc4C3=O)nc21 | 50* | -22
COCCOC(=O)C1=C(C)N=C2SCCC(=O)N2C1/C=C/c1ccccc1 (centres undefined) | -6 | -6
CCOC(=O)/C=C/c1ccccc1S(=O)(=O)NC(C)(C)C | -8 | ·

In a second layout: three of the compounds above
> O=C(C1CCCN(S(=O)(=O)c2ccc(F)cc2)C1)N(Cc1cccs1)C1CC1 (centres undefined)
  RmlCD inh mix = -14
  HIV RNase H inh = -8

> CCOC(=O)/C=C/c1ccccc1S(=O)(=O)NC(C)(C)C
  RmlCD inh mix = -8
  HIV RNase H inh = ·

> CCc1ccc(CN2CCN(S(=O)(=O)Cc3ccccc3)CC2)cc1
  RmlCD inh mix = -2
  HIV RNase H inh = ·

New compounds follow.
SMILES | RmlCD inh mix | HIV RNase H inh
CC(C)(C)CN1C(N)=NC[C@@H]1Cc1ccc(O)cc1 | 6 | ·
CCCCC1=CC2=CC(=O)C(C)(OC(=O)CC)C(=O)C2=CN1Cc1ccccc1 (centres undefined) | 6 | ·
CCCOc1ccccc1C1CC(=O)Nc2cc3c(cc21)OCCO3 (centres undefined) | · | -55
COc1ccc2cc(S(=O)(=O)N3CCCCC3)ccc2c1S(=O)(=O)N1CCCCC1 | · | -7
c1ccc(-c2oc3ncnc(N4CCOCC4)c3c2-c2ccccc2)cc1 | -14 | 2
COC(=O)c1c(C(=O)OC)c2cc(C)ccn2c1Cl | -5 | -22
CC1CCCCC1NC(=O)CSc1nnc(CN2CCOCC2)n1C (centres undefined) | -4 | -2
CCOC(=O)N1CCN(CC(O)c2ccc3cc[nH]c3c2)CC1 (centres undefined) | -11 | -28
CCCN1Cc2cccc(C(=O)Nc3ccc4c(c3)OCCO4)c2C1=O | 8 | -14
COc1ccc2[nH]cc(CCN(C)C)c2c1 | -11 | -1
Cc1cccc(OCC(=O)N2CCN(C(=O)Cc3ccccc3)CC2)c1 | 10 | -5
CCc1[nH]c(C)c(C(C)=O)c1C | -17 | -8
Cc1ccc(CC(=O)NCCS(=O)c2ccc(Cl)cc2)cc1 (centres undefined) | -55 | ·
CC(C)C(O)P(=O)(OCc1ccccc1)c1ccc(N(C)C)cc1 (centres undefined) | -10 | -43
COc1ccc(CCn2nnnc2C(c2ccc(Cl)cc2)N2CCN(C)CC2)cc1OC (centres undefined) | 1 | -11
CC(=O)Nc1ccc(-c2cn3cccnc3n2)cc1 | 102* | -15
CCOC(=O)N1CCN(S(=O)(=O)c2cccc3nonc23)CC1 | -7 | -2
Cn1cccc1CNC1CCCCC1 | 12 | ·
CCN(CC)CCCNC(=O)c1cc(-c2ccc(Cl)cc2)on1 | 2 | -11
COC(=O)c1sccc1OC(C)C(C)=O (centres undefined) | -18 | ·
O=c1oc2ccccc2cc1-c1cn2cccnc2n1 | 29 | -22
CC(=O)c1c(N)c(C#N)c(C)n1-c1ccc(Br)cc1 | 10 | -6
CC1CCCCN1C(=O)C12CCC(C)(C(=O)C1)C2(C)C (centres undefined) | 11 | -7
O=C(c1ccc(F)cc1)N1CCC(N2CCCCCC2)CC1 | 6 | -2
Nc1nc2nc(-c3ccccc3)cc(=O)n2[nH]1 | -19 | ·
Cc1nc2ncnn2c(C)c1CCC(=O)N1CCc2ccccc2C1 | -19 | -2
Cc1[nH]c2ccccc2c1SCc1ccccc1 | -12 | ·
Cc1cc(CC(C)C)n(-c2nc3ccccc3c(=O)n2OCC(=O)N(C)C)n1 | 8 | 6
COC(=O)C1=C(C)NC(C)=C(C(=O)OC)C1c1ccc(OC(=O)c2ccco2)cc1 | -7 | 36
O=C(NCc1ccco1)c1sc2ccccc2c1Cl | 5 | ·
COC(=O)C1=C(C)N(CCCC(=O)O)C(=O)NC1c1ccccc1OS(=O)(=O)c1ccccc1[N+](=O)[O-] (centres undefined) | 3 | ·
CCN(CC)CC#CCC(C)(c1ccccc1)c1ccccc1 | -5 | ·
COCCn1nnnc1CN1CCC(NC(=O)Nc2cccc(OC)c2)CC1 | -8 | 3
CC1(C)Cc2ccccc2C(NNC(=O)c2cccnc2)=N1 | -3 | ·
O=C(NC(CO)c1ccccc1)c1ccco1 (centres undefined) | -11 | ·
Cc1ccc(C(=O)C(NC(=O)c2ccco2)N2CCOCC2)cc1 (centres undefined) | -11 | 3
COc1ccc(CCNC(=O)CSc2nncn2N)cc1OC | 8 | -6
CC(C)(C)C1CCc2c(sc(NC(=O)C3CCCO3)c2C(N)=O)C1 (centres undefined) | 4 | ·
O=c1c2c3c(sc2nc2n1CCCS2)CCCC3 | -24 | -23
COc1ccc(C(C)NC(=O)c2ccoc2C)cc1OC (centres undefined) | 73 | -4

Given with two lines to a compound: part of the list above.
Screens in order: RmlCD inh mix, HIV RNase H inh
> O=c1oc2ccccc2cc1-c1cn2cccnc2n1
    29, -22
> CC(=O)c1c(N)c(C#N)c(C)n1-c1ccc(Br)cc1
    10, -6
> CC1CCCCN1C(=O)C12CCC(C)(C(=O)C1)C2(C)C (centres undefined)
    11, -7
> O=C(c1ccc(F)cc1)N1CCC(N2CCCCCC2)CC1
    6, -2

(more compounds)
SMILES | RmlCD inh mix | HIV RNase H inh
CCCc1nn(-c2cc(Cl)ccc2OC)c2c1C(=O)CCC2 | 3 | ·
CSCC[C@H](NC(=O)OC(C)(C)C)c1nnc(SCC=C(C)C)o1 | -5 | -1
CC(C)COc1ccc(C(=O)OC2CC(C)(C)OCC2CN(C)C)cc1 (centres undefined) | ? | -1
CCN1CCN(Cc2ccccc2C)CC1 | 8 | 1
CC(C)(C)c1ccccc1OCCCCN1CCCC1 | 5 | ·
CC1C(C)C(O)(c2ccccc2)CCN1C (centres undefined) | -6 | ·
Cc1nc2ncnn2c(C)c1CCC(=O)NC(C)c1ccc2c(c1)OCCO2 (centres undefined) | -2 | -14
O=C1NC(=O)N(c2ccc3c(c2)OCO3)C(=O)/C1=C/c1ccc(N2CCCCC2)o1 | 12 | ·
O=C(Nc1cccc2c1CCCC2)c1ccc(Br)o1 | -1 | -13
CCOC(=O)CSC1=C(C#N)C(c2sccc2C)CC(=O)N1 (centres undefined) | -12 | -2
COc1ccccc1NC(=O)CSc1nc(N)cc(N)n1 | 7 | -54
Cc1cccc(OCC(=O)NCc2ccncc2)c1C | -5 | -14
CCCCn1c(O)c(C(C)=NCc2ccc(F)cc2)c(=O)[nH]c1=O | -6 | -8
COc1ccc(N2CC(=O)N(c3ccc(OC)c(OC)c3)CC2=O)cc1OC | -2 | 8
COc1ccc(C(=O)NCc2nnc(SCC(=O)NCc3ccc(F)cc3)o2)cc1 | -14 | 12
NC(=O)[C@@H]1CCCCNc2c(F)cc([N+](=O)[O-])cc2C(=O)N[C@@H](CCCN=C(N)N)C(=O)NCC(=O)N1 | 9 | ·
COCCNC(=O)c1cnn2c1NC(c1ccco1)CC2C(F)(F)F (centres undefined) | 69 | ·
Cc1c(NC(=O)CCC2CCCCC2)c(=O)n(-c2ccccc2)n1C | -9 | 5
O=C(Nc1cccc(Cl)c1)C1CCCN(S(=O)(=O)c2ccc(F)cc2)C1 (centres undefined) | -12 | ·
OCC12CO[C@@H]3c4ccccc4[C@H](OC1)N32 (some centres undefined) | 6 | ·
Cc1cccc(C)c1OCC(=O)NCc1nnc(SCC(=O)NC2CCCCC2C)n1C (centres undefined) | 3 | 23
C#C[C@]1(O)CC[C@H]2[C@@H]3[C@H](C)CC4=C(CCC(=O)C4)[C@H]3CC[C@@]21C | -12 | ·
Cc1nc(SC2CCOC2=O)c2c(C)c(C)sc2n1 (centres undefined) | 10 | ·
c1ccc2c(c1)CCN2CCN1CCc2ccccc21 | -3 | -13
CCc1ccc(C(C)NC(=O)/C=C/c2ccc(Br)cc2)cc1 (centres undefined) | 4 | ·
COc1ccc(C(=O)Nc2ccc(C)cn2)c(OC)c1 | -9 | -33
O=C(C/C=N/OCc1c(Cl)cccc1Cl)c1ccc(Cl)cc1 | 3 | ·
CC(=O)N1CCc2c(sc(NC(=O)C3CC3)c2-c2nc3ccccc3s2)C1 | 15 | -73
CCCCOCCCn1cnc2c([nH]c3cc(OC)ccc32)c1=O | -18 | -31
O=C(NCCCn1ccnc1)c1ccc(Br)c(S(=O)(=O)N2CCOCC2)c1 | 11 | ·
CN(Cc1c(O)ccc2c1oc(=O)c1ccccc12)C1CCCCC1 | -3 | 7
Cc1onc(-c2ccccc2)c1C(=O)Nc1ccc(N2CCOCC2)cc1 | -13 | ·
Cc1ccccc1NS(=O)(=O)c1ccc(OCC(=O)N2CCCC2)cc1 | 0 | 3
Cc1[nH]nc2cn[nH]c12 | -17 | -5
CCc1nc(N2CCCC2)c(C#N)c2c1CCCC2 | -34 | -11
COc1cc(/C=N/N=C(/N)c2nonc2N)cc(Br)c1OCc1ccccc1C | 6 | ·
CC(NC(=O)C(C)(C)C)c1nc2ccccc2n1C (centres undefined) | 2 | -3
C=CCSc1nnc2c(n1)OC(c1cccnc1)Nc1ccccc1-2 (centres undefined) | 3 | 0
CN(C)S(=O)(=O)Nc1ccc(C(=O)O)cc1 | 1 | -11
CC1CCCC(C)N1C(=O)CSc1nnnn1Cc1ccccc1 (centres undefined) | 1 | -47
CN1CCN(CCCNC(=O)CCCOc2cc(=O)n(C)c3ccccc23)CC1 | 0 | -16
O=C(Nc1nc(-c2cc3ccccc3oc2=O)cs1)c1ccco1 | -49 | -1
C[N+]12CN3CN(CN(C3)C1)C2 | 4 | -20
CCOC(=O)c1nn(-c2ccc(F)cc2)c(-c2ccccc2)c1C(=O)c1ccccc1 | 7 | ·
CC1(c2nnc(-c3ccc(Cl)cc3)o2)CC(c2c(Cl)cccc2Cl)=NO1 (centres undefined) | 7 | ·
O=C(NCc1ccc2c(c1)OCO2)c1ccc(Cl)c(S(=O)(=O)N2CCOCC2)c1 | 11 | ·
COc1ccc(CCNC(=O)c2ccc(CNc3c(N4CCOCC4)c(=O)c3=O)cc2)cc1OC | -4 | -7
O=C(COc1ccc2ccccc2c1Br)N1CCOCC1 | -5 | -21
CN(Cc1ccccc1)S(=O)(=O)c1ccc(NC(=S)NC(=O)C2CCCC2)cc1 | 9 | ·
